SRC3 inh: human NCOA3 inhibition | Q9Y6Q9 | HEK293 GAL4-SRC3 luciferase reporter, luminescence | inhibition, % at 3.6 µM | actives 0.17% (n = 360,000) | AID 588352;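 active = inhibition above a per-campaign cutoff, the mean of all compounds plus 3 SD, cut at about 60% in these data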;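 also: 0% = DMSO-treated cells and 100% = gossypol-treated cells at 36 µM; higher means less SRC3-driven luciferase light from the GAL4 reporter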
NCOA2 inhibitor: inhibits human steroid receptor coactivator 2 | Q15596 | HEK293 GAL4-SRC2 luciferase reporter, luminescence | inhibition, % at 9 µM | actives 0.17% (n = 370,000);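 active = inhibition above the mean inhibition of all tested compounds plus 3 SD, set per campaign, cut at about 52% in these data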;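 also: 0% = DMSO treated cells and 100% = cells given Gossypol at 36 µM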
Vif inh: inhibitors of HIV Vif | inhibition, % at 7.49 µM | actives 0.35% (n = 340,000) | AID 602346 | HEK293T cells, Vif self-association by quenched fluorescence, imaging, 24 h; in the data active = inhibition above about 50%, passing the limit was not always enough; also: some results filed as inactive read as strong as hits
NR5A2 inv ag: inverse agonists of human LRH-1 (NR5A2); O00482; HEK293T StAR-luciferase reporter, LRH-1 transfected, 24 h; inhibition, % at 3.6 µM; actives 0.13% (n = 360,000);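 active = inhibition above the mean inhibition of all tested compounds plus 3 SD, cut at about 73% in these data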;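 also: 0% = DMSO wells and 100% = reporter-only cells lacking LRH-1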
LMP1 NFkB inh: inhibitors of Epstein-Barr LMP1-induced NF-kappaB reporter; LMP1-induced NF-kappaB luciferase reporter cells, luminescence; inhibition, % at 12.5 µM; actives 0.69% (n = 350,000); in the data active = inhibition above about 41%;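 also: 0% = neutral control wells and 100% = reference inhibitor control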
NR2F2 inh: NR2F2 (human) inhibition, primary screen; P24468; HEK293T NGFI-A luciferase reporter, luminescence; inhibition, % at 8.6 µM; actives 0.7% (n = 370,000);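 active = inhibition above a per-plate cutoff, mean inhibition of test wells between control levels plus 3 SD, cut at about 38% in these data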;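 also: cells cotransfected with COUP-TFII expression vector driving the NGFI-A reporter; 0% = median of COUP-TF2 test wells and 100% = reporter-only cells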
TLR9-MyD88 inh: blocks human TLR9 binding to MyD88. CHO BLA complementation TLR9-MyD88, CCF4 FRET ratio. actives 0.21% (n = 340,000). inhibition, % at 4.98 µM;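 active = inhibition above the mean over all tested compounds plus 3 SD, cut at about 21% in these data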;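 also: 0% = DMSO only wells and 100% = clavulanate BLA inhibitor control wells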
C8 TRAIL sens: caspase-8 TRAIL sensitization. NB7+C8 cells + TRAIL, ATPlite viability luminescence. inhibition (viability loss, TRAIL sensitization), % at 10 µM. actives 1% (n = 360,000). AID 624354;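 active = compounds causing at least 50% loss of cell viability in the single-dose screen, relative to plate controls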
NOD2-RIPK2 inh: blocks binding of human NOD2 to RIPK2; O43353; CHO BLA complementation NOD2-RIPK2, CCF4 ratio; inhibition, % at 4.98 µM; actives 0.38% (n = 360,000); AID 624267; in the data active = inhibition above about 21%;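 also: 0% = vehicle only and 100% = reference blocker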
SRC1 inh: inhibits human SRC1 coactivator; actives 0.12% (n = 360,000); HEK293 GAL4-SRC1 luciferase reporter, luminescence; Q15788; inhibition, % at 3.6 µM;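 active = inhibition above the campaign mean plus 3 SD, with each screening campaign given its own cutoff, cut at about 60% in these data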;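 also: 0% = DMSO treated cells and 100% = gossypol at 36 µM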
TROY NFkB inh: TROY signaling inhibition; inhibition, % at 10 µM; Q293 LMP1-TROYcd NF-kB luciferase reporter, 4 h; actives 0.98% (n = 360,000);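 active = compounds whose plate-normalised and pattern-corrected inhibition of the luciferase reporter signal at the single screening dose is 50% or more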
Starred values were filed as active, the others as inactive; . = not tested or not shown. Not all compounds are listed; count on the stated rates, not on these rows.

SMILES	SRC3 inh	NCOA2 inhibitor	Vif inh	NR5A2 inv ag	LMP1 NFkB inh	NR2F2 inh	TLR9-MyD88 inh	C8 TRAIL sens	NOD2-RIPK2 inh	SRC1 inh	TROY NFkB inh
CCC(C)(C)C1CCC2(CC1)NC(=O)N(CC(=O)N(C)Cc1ccc3c(c1)OCCO3)C2=O (centres undefined)	-8	15	-1	-2	10	12	-8	-1	-12	-7	29
NS(=O)(=O)c1cc2c(cc1Cl)NC(Cc1ccccc1)NS2(=O)=O (centres undefined)	3	-3	1	15	2	-8	9	3	8	-18	15
NC(=O)CSc1nc(-c2ccccc2)nc2ccccc12	6	7	-8	10	.	-7	-7	-2	-36	4	-10
COc1ccccc1C(=O)N(CCN(C)C)c1nc2cc(C)cc(C)c2s1	8	7	3	-1	-13	4	5	8	1	15	0
COC(=O)[C@]12CCCCC=C1N(Cc1cccc3ccccc13)C(=O)[C@H](CC(=O)N1CCN(C(=O)c3ccco3)CC1)C2	.	-20	.	5	.	18	.	24	5	.	31
Clc1ccc(-c2cccc3nccn23)cc1	-10	-21	6	2	.	-24	.	5	-1	-10	-14
CCOC(=O)NC(=O)CSc1ccccn1	9	21	11	12	3	-3	3	-10	-11	3	-3
COc1ccc(CCN(C)C(=O)CN2C(=O)NC3(CCCCCC3)C2=O)cc1OC	17	-5	-2	9	6	-9	-13	-3	-8	-13	-20
CCOC(=O)Cc1c(C)c2ccc(N(CC)CC)cc2oc1=O	-17	-56	-2	-36	-16	13	-8	2	11	-4	-35
Nc1nonc1-c1noc(CCCN2C(=O)c3ccccc3C2=O)n1	-17	-14	.	-32	-4	1	-6	-8	-13	-38	-79
Cc1c(NC(=O)COC(=O)CSc2ccc(C(N)=O)cc2[N+](=O)[O-])c(=O)n(-c2ccccc2)n1C	-2	-23	8	11	2	2	5	-2	-10	1	-4
C[C@@H](CC#N)CN1CC[C@H](C(C)(C)C)CCC1=O	-25	-2	0	15	-4	1	-2	-16	-9	1	-1
CSCCC(c1nc2ccccc2[nH]1)n1c(=O)c(-c2cc3ccccc3[nH]2)nc2ccccc21 (centres undefined)	.	-17	.	4	.	3	.	-6	40*	.	.
Cc1coc2c1C(=O)C(=O)c1c-2ccc2c(C)cccc12	-16	.	-6	-15	79*	.	2	54*	-6	-21	1
O=C(CCN1C(=O)/C(=C/c2ccc(F)cc2)SC1=S)NNC(=O)c1ccncc1	-13	6	24	-5	-7	10	0	7	-9	-2	-13
O=C(CSc1nc2c(sc3ccccc32)c(=O)n1CCO)NCc1ccco1	-4	13	11	-6	-1	0	5	-14	0	14	-4
CCN1CCN(C(=O)c2cc3cc(F)ccc3[nH]2)CC1	-9	-24	-13	8	-5	5	-1	-7	4	-10	-19
CCN(CC)C(=O)C(=O)c1cccn1-c1ccc(C#N)cc1	2	-17	.	13	4	10	1	1	5	-8	-2
S=c1[nH]nc(-c2cccnc2)n1Cc1ccccc1	6	-1	-7	-15	-6	3	24*	-6	2	-2	14
CC12COC3(C(=O)NCCc4ccccc4)CC1CCC32C (centres undefined)	-20	-19	3	-60	-31	-21	8	-2	-4	-11	-56

An excerpt from above, limited to NR2F2 inh, TLR9-MyD88 inh and LMP1 NFkB inh:
compound	NR2F2 inh	TLR9-MyD88 inh	LMP1 NFkB inh
O=C(CCN1C(=O)/C(=C/c2ccc(F)cc2)SC1=S)NNC(=O)c1ccncc1	10	0	-7
O=C(CSc1nc2c(sc3ccccc32)c(=O)n1CCO)NCc1ccco1	0	5	-1

The listing picks up, repeating the 7 entries before the break.
SMILES	SRC3 inh	NCOA2 inhibitor	Vif inh	NR5A2 inv ag	LMP1 NFkB inh	NR2F2 inh	TLR9-MyD88 inh	C8 TRAIL sens	NOD2-RIPK2 inh	SRC1 inh	TROY NFkB inh
Cc1coc2c1C(=O)C(=O)c1c-2ccc2c(C)cccc12	-16	.	-6	-15	79*	.	2	54*	-6	-21	1
O=C(CCN1C(=O)/C(=C/c2ccc(F)cc2)SC1=S)NNC(=O)c1ccncc1	-13	6	24	-5	-7	10	0	7	-9	-2	-13
O=C(CSc1nc2c(sc3ccccc32)c(=O)n1CCO)NCc1ccco1	-4	13	11	-6	-1	0	5	-14	0	14	-4
CCN1CCN(C(=O)c2cc3cc(F)ccc3[nH]2)CC1	-9	-24	-13	8	-5	5	-1	-7	4	-10	-19
CCN(CC)C(=O)C(=O)c1cccn1-c1ccc(C#N)cc1	2	-17	.	13	4	10	1	1	5	-8	-2
S=c1[nH]nc(-c2cccnc2)n1Cc1ccccc1	6	-1	-7	-15	-6	3	24*	-6	2	-2	14
CC12COC3(C(=O)NCCc4ccccc4)CC1CCC32C (centres undefined)	-20	-19	3	-60	-31	-21	8	-2	-4	-11	-56
CCCn1c(N)c(C(=O)CSc2nnc(N)s2)c(=O)[nH]c1=O	14	-12	-3	22	0	-17	-6	-21	2	3	7
COc1ccc(/C=C/CN2CCCC(C(=O)c3cc(F)ccc3F)C2)cc1 (centres undefined)	5	2	.	-3	0	-8	4	2	-7	9	6
COc1cc(C2CC(=O)Oc3c(C(CCN4CCN(c5ccccc5)CC4)c4ccc(N(C)C)cc4)c(OC)cc(OC)c32)cc(OC)c1OC (centres undefined)	3	-3	30	-8	2	-10	-9	-3	-1	-12	5
CCc1ccc2[nH]c(=O)c(C(c3nnnn3CC3CCCO3)N3CCN4CCCC4C3)cc2c1 (centres undefined)	9	6	-8	13	-2	11	-9	-24	-10	0	-6
C#Cc1ccc(CN2CCN(CCCc3ccccc3)C(CCO)C2)cc1 (centres undefined)	6	-11	4	-10	5	6	2	-7	-13	4	0
O=[N+]([O-])c1cccnc1Sc1ccccc1Cl	-4	10	9	-5	2	13	-17	-35	-8	3	10
O=S(OCCN1CCCC1)C(c1ccccc1)c1ccccc1 (centres undefined)	8	-1	-7	15	-10	29	1	-26	7	22	4
COC(=O)[C@H]1C[C@H](OC(=O)NCc2ccc(OC)c(OC)c2)[C@@]2(O)CN(S(=O)(=O)c3ccc(C)cc3)CC2[C@H]1C(=O)OC (some centres undefined)	2	6	0	6	-5	-7	-7	-5	2	3	1
CC(=O)NS(=O)(=O)c1ccc(NC(=O)c2ccc3c(c2)C(=O)N(CCC(C)C)C3=O)cc1	12	-7	-6	6	4	-3	11	-3	-1	2	13
CN1C(=O)N(CC(=O)N2CCN(S(=O)(=O)c3ccc4c(c3)CCC4)CC2)C(=O)C12CCCCC2	-6	1	-1	-1	-3	-9	-13	1	-8	-3	-10
CCN(CC)CCCC(C)n1c2nc(=O)[nH]c(=O)c-2nc2cc(Cl)ccc21 (centres undefined)	-7	-7	128*	12	2	-3	23*	48*	31*	1	-5
COc1ccc(OCCOc2ccc(S(=O)(=O)N3CCCC3)cc2C(N)=O)cc1	-12	-6	1	0	-2	-11	-1	-8	-10	2	-34
COc1ccc(OC)c(NC(=S)N2c3ccccc3CC2C)c1 (centres undefined)	-7	-6	10	10	-3	-9	4	-12	-8	-18	-24
O=C(NC1CCCCC1)C(c1cccnc1)N(C(=O)c1csnn1)c1ccccc1 (centres undefined)	-8	3	12	-6	-1	10	5	-16	-11	24	8
CC1Cc2ccccc2N1C(=O)CSc1nnnn1C(C)C (centres undefined)	1	-26	1	2	-5	-3	4	11	0	-17	5
CCOC(=O)CSc1nnc(CNc2ccc(Cl)cc2)n1-c1ccccc1	8	1	-4	4	-5	4	-3	9	7	-2	-48
CCCC(C)Sc1nc2c([nH]1)c(=S)n(C)c(=O)n2C (centres undefined)	9	21	0	12	4	23	-13	11	-8	-9	1
COc1ccc(CNC(=O)[C@H](C)N2C(=O)N3CCc4c([nH]c5ccc(OC)cc45)[C@@]3(C)C2=O)cc1	7	14	2	0	6	9	-12	7	-8	6	12
Clc1ccc(CN(CC2CCCO2)C(c2cccs2)c2nnnn2C2CCCC2)cc1 (centres undefined)	1	7	-8	3	11	-12	-11	12	-6	-22	13
O=C(c1ccc(N2CCCCC2)c([N+](=O)[O-])c1)N1CCOCC1	0	7	-11	6	6	1	-4	-12	-7	-11	11
COc1cc(CC(=O)OCC(=O)Nc2ccccc2C#N)cc(OC)c1OC	15	-20	1	0	1	12	2	-4	-6	-1	11
CCOC(=O)C1(CCOC)CCN(Cc2ccc3nonc3c2)CC1	10	10	1	-1	-1	11	1	5	-14	-14	-3
O=C(NCCN1CCN(C(=O)c2cc3ccccc3oc2=O)CC1)c1cc2ccccc2oc1=O	11	18	5	3	5	0	-2	3	-1	0	12
O=C(CCc1nnc(-c2ccc3c(c2)OCO3)o1)NC(c1ccccn1)C(F)(F)F (centres undefined)	-15	-12	-10	-17	-9	16	5	-2	-4	-15	-33
Cc1cc(=O)oc2cc(OCC(=O)OCC(=O)Nc3c(C)n(C)n(-c4ccccc4)c3=O)ccc12	11	4	-2	2	-1	-7	-8	-5	-3	-4	-5
O=C(CSc1nncc(=O)[nH]1)NCc1ccccc1	0	-9	8	-4	-5	13	-3	-3	-5	-13	-1
COc1ccccc1Oc1ccc(S(=O)(=O)N2CCCCC2C)cc1 (centres undefined)	1	11	-7	-6	-1	-2	8	2	13	6	8
COc1ccc(NC(=O)CN2CCN(c3nc(-c4cccc(OC)c4)cs3)CC2)cc1	5	-34	-2	18	17	3	1	1	1	2	-9
Cc1ccc(C(=O)Nc2cccc3ccccc23)cc1	-1	-56	-1	9	-24	-4	1	-3	2	-2	-29
CC(Oc1ccccc1)C(=O)Nc1ccc(NC(=O)c2ccccc2)cc1 (centres undefined)	12	16	0	11	-1	4	-5	-10	5	-5	11
COc1ccc(CC(=O)NNC(=O)CSc2nnc(C)n2-c2ccccc2)cc1	19	-13	-15	-4	2	-4	-2	-7	1	7	-3
COc1ccc2c(c1)c(C(=O)N/N=C/c1ccc(OC)c(OC)c1)c(C)n2C	20	-4	-18	-11	-2	-21	-14	0	2	6	13

Bioassay records from PubChem.
